MmCpn inh: M. maripaludis TRiC chaperonin inhibition. purified Mm-Cpn ATPase, ADP Transcreener TR-FRET. Potency, µM (series often up to 76.9 µM), without a hit: at the top dose activity, negative = inhibition, most hits filed as inhibitors. hit rate 0.031% among 330,000. AID 504842; further: potency means the concentration at half of the fitted maximal effect; on the % scale 0 is the no-effect control and ±100 the full control effect; nearly all actives have a fitted effect of over 80% in size
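Reaction buffer contained 30 mM Tris pH 7.4, 100 mM KCl, 5 mM MgCl2 and 1 mM DTT. Mm-CPN (25 nM final) hydrolysed 10 uM ATP over 30 min at 37°C; ADP was read by HTRF.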
A549 tox: A549 cytotoxicity, counter-screen for Nrf2 inhibitors. A549 ARE-Fluc cells, CellTiter-Fluor viability, 18-24 h. Potency, µM (top dose mostly 46 µM), inactives show top-dose activity change, negative = cytotoxicity, most hits filed as inhibitors. hit rate 0.16% among 390,000. AID 504648; further: potency means the concentration at half of the fitted maximal effect; on the % scale 0 is the no-effect control and ±100 the full control effect
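Cytotoxicity counterscreen: CellTiter-Fluor fluorescence was measured in A549 ARE_Fluc cells after 18-24 h of compound exposure in a concentration series. The subsequent BugLite luminescent read reports ARE-luciferase activity.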
TGFb inhibitor: inhibitors of TGF-b signaling. hit rate 1.2% among 410,000. HepG2 CAGA-GFP TGF-b/SMAD3 reporter, GFP fluorescence, 18 h; TGF-beta stimulated, 500 pg/mL final. Potency, µM (highest dose often 46.1 µM), without a hit: at the top dose activity, negative = inhibition, usual class: inhibitors; further: potency means the concentration at half of the fitted maximal effect; on the % scale 0 is the no-effect control and ±100 the full control effect; nearly all actives have a fitted effect of over 65% in size
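Per well, imaged GFP fluorescence of HEPG2 CAGA-GFP cells gives the signal; cells get compound, then TGF-beta (500 pg/mL final), 18 h at 37 degrees C; %Activity versus -TGF-beta and +DMSO controls.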
CCT modulator: cytosolic chaperonin activity modulation. purified chaperonin ATPase assay, HTRF ADP detection, 30 min. activity change, % (concentration not given with the values), hits read low. hit rate 0.3% among 360,000. AID 651819; in the data active means activity change below about -30%; further: on the % scale 0 is the no-effect control and ±100 the full control effect
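Nucleotide hydrolysis assay: TRiC at 20–40 nM final (set by batch activity) with 10 uM ATP, 30 min at 37 °C, in presence of 76 uM compound. Detection by competitive ADP HTRF, 30 min ambient.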
Akt phos inh: inhibitors of Akt phosphorylation; Neuro2A IGF-stimulated pAkt S473 HTRF, 20 min; stronger effect = lower value; activity change, % for hits at 50 µM; hit rate 0.32% among 360,000; AID 651550; in the data active means activity change below about -80%; inconclusive means mostly about -51% to -80%; further: on the % scale 0 is the no-effect control and ±100 the full control effect
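Neuro2A cells (4,500/well, DMEM with 0.5% FBS) were treated with compound at a single 50 µM final concentration, stimulated with 6 nM IGF for 20 min at 37 °C, and lysed. Phospho-Akt Ser473 was read by HTRF as 665/615 ratio ×10^4.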
EPAC2 antagonist: blocks human EPAC2 exchange factor; hit rate 0.18% among 360,000; Potency, µM (highest dose often 114 µM), inactives show at the highest dose activity, negative = inhibition, most hits filed as inhibitors; EPAC2 GEF exchange of Rap1B-BODIPY-GDP, fluorescence; Q8WZA2; AID 720708; further: potency means the concentration at half of the fitted maximal effect; on the % scale 0 is the no-effect control and ±100 the full control effect; nearly all actives have a fitted effect of over 45% in size; many of its hits are not listed in these tables
Target sequence (Q8WZA2 whole entry, looked up): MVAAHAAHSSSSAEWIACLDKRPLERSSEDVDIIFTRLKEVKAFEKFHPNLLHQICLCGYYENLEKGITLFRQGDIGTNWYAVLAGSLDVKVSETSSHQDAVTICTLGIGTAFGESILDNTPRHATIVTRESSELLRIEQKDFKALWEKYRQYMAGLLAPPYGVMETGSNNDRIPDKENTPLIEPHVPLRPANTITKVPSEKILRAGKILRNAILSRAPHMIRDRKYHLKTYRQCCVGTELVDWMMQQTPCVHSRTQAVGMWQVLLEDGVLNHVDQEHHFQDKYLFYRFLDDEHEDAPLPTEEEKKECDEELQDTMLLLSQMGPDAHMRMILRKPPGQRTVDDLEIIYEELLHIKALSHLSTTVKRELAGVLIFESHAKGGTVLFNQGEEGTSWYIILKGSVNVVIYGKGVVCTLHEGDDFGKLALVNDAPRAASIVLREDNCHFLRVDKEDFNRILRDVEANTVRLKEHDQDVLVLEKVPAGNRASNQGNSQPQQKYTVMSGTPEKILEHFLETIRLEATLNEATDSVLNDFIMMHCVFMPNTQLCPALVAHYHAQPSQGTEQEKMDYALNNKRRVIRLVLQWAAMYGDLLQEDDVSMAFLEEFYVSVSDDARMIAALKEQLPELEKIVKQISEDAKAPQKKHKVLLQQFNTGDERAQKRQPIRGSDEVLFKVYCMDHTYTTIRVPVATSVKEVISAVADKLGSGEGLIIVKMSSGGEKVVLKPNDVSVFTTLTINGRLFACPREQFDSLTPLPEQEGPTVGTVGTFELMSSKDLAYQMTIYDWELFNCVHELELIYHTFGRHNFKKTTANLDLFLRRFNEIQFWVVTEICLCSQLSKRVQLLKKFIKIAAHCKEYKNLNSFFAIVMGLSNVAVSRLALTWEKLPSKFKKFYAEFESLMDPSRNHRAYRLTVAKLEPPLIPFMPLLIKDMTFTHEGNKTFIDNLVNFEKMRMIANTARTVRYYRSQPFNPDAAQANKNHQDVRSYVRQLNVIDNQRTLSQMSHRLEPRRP
Nrf2 block: blocks Nrf2 signaling; A549 ARE-Fluc reporter, luciferase luminescence, 18-24 h; Potency, µM (top dose mostly 46 µM), without a hit: at the highest dose activity change, negative = inhibition, usual class: inhibitors; hit rate 2.1% among 360,000; AID 504444; further: potency means the concentration at half of the fitted maximal effect; on the % scale 0 is the no-effect control and ±100 the full control effect; nearly all actives have a fitted effect of over 60% in size
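Nrf2 function is reported as luminescence of an ARE-controlled luciferase in A549 cells. Compounds were tested at several concentrations, and a CellTiter-Fluor read on the same wells flagged cytotoxicity.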
Nrf2 activator: Nrf2 pathway activation. hit rate 0.31% among 410,000. Potency, µM (highest dose often 46.1 µM), for inactives: at the top dose activation, hits mostly activators. AID 624171. AREc32 ARE-luciferase reporter (MCF7-derived line), luminescence, 24 h; further: potency means the concentration at half of the fitted maximal effect; % of control where 0% means no effect; nearly all actives have a fitted effect of over 65% in size
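Luminescent ARE reporter assay in AREc32_Fluc cells: overnight plating at 37 deg C, 24 hr compound incubation, Steady-Glo added, 30 min RT before reading.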
EPAC2 ag: agonists of human EPAC2 (RAPGEF4); hit rate 0.079% among 360,000; AID 720711; Q8WZA2; Potency, µM (series often up to 154 µM), inactives show top-dose activation, usual class: activators; EPAC2 activation, biochemical qHTS; response scale: 100% = 6.5 mM cAMP response; further: potency means the concentration at half of the fitted maximal effect; nearly all actives have a fitted effect of over 50% in size
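Compounds were titrated in qHTS against a Rap1B-BODIPY-GDP (250 nM) complex with EPAC2 (100 nM) and GDP (50 uM). BODIPY-GDP release tracked at 480/540 nm over 30 min at room temperature, normalized to 6.5 mM cAMP.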
Starred values were filed as active, the others as inactive; i = inactive; u = inconclusive; x = no result given; & = joins results of further samples; [ ] = another dose, or the depositor's remark. Unless noted, the call rests on the fitted dose curve; in most records, active means well fitted curve in the direction sought with a large enough effect; inconclusive means small, poorly fitted or top-dose-only effect, or another doubt; inactive means no such curve, though single readings can be large; an effect the other way counts as inactive or inconclusive. These rows are one share of the data (hit frequency here may not be typical).

SMILES	MmCpn inh	A549 tox	TGFb inhibitor	CCT modulator	Akt phos inh	EPAC2 antagonist	Nrf2 block	Nrf2 activator	EPAC2 ag
COc1ccc(NC(=S)N(C)CC2COc3ccccc3O2)cc1 (stereo not given)	1%	2%	-33%	0.7	i	9%	15%	-0.2%	-1%
C=CCn1c(SCc2csc(C)n2)nc2sc3c(c2c1=O)CCC(C)C3 (stereo not given)	-4%	-26%	2%	-0.8	x	-11%	-29%	0.0%	14%
CC(C)OC(=O)CN1C(=O)C(=O)c2ccccc21	-7%	-7%	-23%	-1.0	i	-2%	u	4.7%	14%
CC(=O)c1cccc(NC(=S)N2CCc3ccccc32)c1	-9%	12%	-10%	-5.5	i	u	30%	15%	2%
CCOc1cc(S(=O)(=O)N2CC=C(c3ccc(F)cc3)CC2)c(OCC)cc1-n1cnnn1	-1%	-6%	1%	-1.6	i	0%	u	0.3%	13%
O=C(C1CCN(S(=O)(=O)c2ccc(Cl)cc2)CC1)N1CCCC1	1%	-1%	6%	0.0	i	2%	-6%	0.1%	13%
COc1cccc(OCCNc2cc(Cl)ccc2[N+](=O)[O-])c1	0%	-10%	-20%	1.3	i	-3%	15%	3.9%	17%
O=C(N/N=C/c1ccc(O)cc1)c1cccc(N/N=C/c2ccc(O)cc2)c1	0%	-1%	0%	-2.1	i	-5%	14%	3.8%	3%
O=C(Cn1cncn1)NCc1cccc2ccccc12	0%	-6%	-18%	-3.9	i	-1%	4%	-0.6%	3%
Cc1cc(C)cc(NC(=O)c2cc(S(=O)(=O)N3CCCCC3)c[nH]2)c1	x	-1%	0%	x	x	x	21%	-1.0%	x
Fc1cccc(Cl)c1CSc1nnc(CN2CCOCC2)n1-c1ccccc1	2%	-6%	-3%	-2.4	x	11%	5%	-0.1%	-2%[15.6 µM]
CC(C(=O)c1ccc(-c2ccccc2)cc1)[n+]1ccccc1 (stereo not given)	-2%	u	-29%	0.3	i	-8%	7.3µM*	2.3%	6%
O=C(Nc1ccccc1)N(Cc1cccs1)C1CCCC1	1%	4%	-18%	0.4	i	9%	x	-0.2%	12%
CC(C)(C)c1ccc(CNC(=O)c2ccc3c(c2)NC(=O)CO3)cc1	1%	-13%	-1%	0.8	i	-7%	-14%	0.2%	-7%
CCn1c(SCC(=O)Nc2ccc(C)cc2)nnc1-c1ccccn1	0%	0%	-14%	0.3	i	-10%	-25%	0.2%	-11%
COc1ccc2[nH]c(=O)c(CNc3ccccc3)cc2c1	0%	-10%	-21%	-3.5	i	0%	u	5.4%	6%
Cc1nc(N2CCCC2)c2c(C(=O)Nc3cccc(Cl)c3C)c(C)oc2n1	x	7%	-16%	x	x	x	21%	-0.9%	x
CCN(Cc1ccccc1)C(=O)c1cc(S(=O)(=O)N2CCOCC2)cn1C	3%	3%	15%	-3.5	i	-1%	u	-0.2%	9%
Cc1[nH]c(C)c(S(=O)(=O)N(C)Cc2ccccc2)c1C(=O)N1CCCCC1	0%	-3%	8%	-0.7	i	3%	5%	0.2%	-5%
CCn1c(COc2ccc3ccccc3c2C)nnc1SCC(=O)Nc1cccc(C(=O)O)c1	1%	0%	0%	-5.6	i	-11%	-11%	-0.2%	4%
CCCCCCCCS(=O)C1CCS(=O)(=O)C1 (stereo not given)	0%	6%	0%	-5.6	i	2%	x	-0.3%	5%
COC(=O)c1cn(NC(=O)C2CCC(C(C)(C)C)CC2)c(=O)c2ccccc12 (stereo not given)	1%	0%	-5%	-1.0	i	-1%	11%	0.1%	-30%[inhibitor]
Cc1cc(=O)oc2c3c(ccc12)OC/C3=N/N	1%	5%	u	-15	i	0%	4%	-0.5%	5%
O=c1sc(Nc2ccccc2)nc2ccsc12	-4%	-2%	-22%	-2.9	i	-12%	24%	u	14%
Cc1oc(-c2cc(F)ccc2F)nc1CN1CCN(c2ncnc3ccccc23)CC1	-4%	-9%	-23%	-1.4	i	-9%	26µM*	-0.6%	7%
Cc1ccc(-c2nc3ccccc3nc2Cl)cc1	-2%	-2%	20%	-6.5	i	2%	0%	3.9%	0%
Oc1ccc(-c2cnc3ccccc3n2)cc1	x	6%	-4%	0.1	i	-21%	u	0.8%	0%
COc1cc(NC(=O)Cn2cnc3c(OCc4ccccc4)ncnc32)cc(OC)c1OC	3%	2%	-6%	-0.6	i	-2%	-8%	4.1%	-2%
O=C(NCc1ccncc1)Nc1ccccc1Cl	0%	-3%	-4%	0.2	i	18%	21%	2.0%	7%
N/C(=N\N=C\c1ccc2c(c1)OCO2)SC1CC(=O)N(c2ccc(C(=O)O)cc2)C1=O (stereo not given)	0%	-2%	-18%	-0.9	i	-2%	-5%	-0.5%	15%
CCCn1cnc2cc(NC(=O)c3cc(OC)c(OC)c(OC)c3)ccc21	x	10%	26%	x	x	x	-3%	3.8%	x
COc1ccc(C(=O)N/N=C/C(C)c2ccccc2)cc1OC (stereo not given)	2%	0%	1%	2.2	i	12%	14%	-0.1%	-3%
COC(=O)C1CCN(C(=O)COC(=O)Cc2c[nH]c3ccccc23)CC1	1%	1%	22%	0.6	i	-13%	x	5.5%	-11%
COc1ccccc1NC(=O)CCCc1c[nH]c2ccccc12	3%	7%	8%	2.1	i	2%	-4%	-0.4%	9%
Cc1ccc(C(=O)OCC(=O)NCC2CCCO2)c(C)c1 (stereo not given)	-1%	0%	5%	-0.5	i	1%	16%	-0.4%	-4%
COc1ccc(CCNC(=O)CCc2nc3ccccc3[nH]2)cc1OC	2%	19%	3%	3.3	i	8%	u	0.1%	2%
CCOc1ccc(Br)cc1S(=O)(=O)Nc1cccc(S(=O)(=O)N(C)C)c1	-1%	0%	7%	-3.6	i	-1%	0%	-0.2%	-2%
CC(C)(C)NS(=O)(=O)c1ccc(CCC(=O)Nc2ccc3c(c2)OCO3)cc1	-1%	-17%	0%	-1.5	i	-3%	3%	-0.6%	3%
CCCCN(CC)CCCNC(=O)c1cc2c(=O)n(CC)c3ccccc3c2s1	-2%	0%	13µM*	1.1	i	-6%	4%	5.6%	2%
COc1cc2[nH]c(=O)c(C(=O)NCc3ccc(C)cc3)c(O)c2cc1OC	x	x	0%	-6.9	i	-3%	x	-1.2%	4%

TGFb inhibitor: hit marks shown above.
SMILES,MmCpn inh,TGFb inhibitor,CCT modulator,Akt phos inh,EPAC2 antagonist,Nrf2 activator
CCCCN(CC)CCCNC(=O)c1cc2c(=O)n(CC)c3ccccc3c2s1,-2%,13µM*,1.1,i,-6%,5.6%

Remaining list, next part.
SMILES	MmCpn inh	A549 tox	TGFb inhibitor	CCT modulator	Akt phos inh	EPAC2 antagonist	Nrf2 block	Nrf2 activator	EPAC2 ag
O=C(O)c1cccc(S(=O)(=O)N(Cc2ccccc2)c2cccc(C(F)(F)F)c2)c1	-2%	2%	-10%	2.4	i	-8%	-23%	1.6%	-7%
COc1ccc(CNCc2cccc(OC)c2OC)cc1Br	-2%	0%	-19%	-2.7	i	9%	-6%	3.8%	-2%
CSCC[C@H]1COC[C@@H](Cc2ccccc2)N1c1ccccc1	x	x	-1%	-4.4	i	-12%	x	-0.5%	15%
CN(C)C(CNC(=O)C1CCN(S(=O)(=O)c2ccccc2)CC1)c1ccccc1 (stereo not given)	1%	11%	-6%	-1.0	i	-2%	4%	0.0%	0%
CC1CCCCN1C(=O)Cc1ccc(Cl)cc1 (stereo not given)	1%	-2%	1%	-1.7	i	2%	27%	-0.3%	-2%
COc1ccc(Br)cc1CNC(=O)CCC(=O)n1nc(C)c2ccccc21	-3%	6%	20%	-3.7	i	-7%	13%	3.6%	-7%
COc1ccc(C)cc1NC(=O)CCNS(=O)(=O)c1ccc2c(c1)CC(C)N2C(C)=O (stereo not given)	-1%	4%	-3%	-5.8	i	2%	5%	0.4%	-4%
O=C1NCCc2c1[nH]c1c(Cl)ccc(Cl)c21	-3%	-2%	15%	2.3	i	15%	u	-0.5%	-4%
CCCn1cc(S(=O)(=O)c2ccc(C)cc2)c(=O)c2cc(OC)c(OC)cc21	-3%	9%&-6%	8%&9%	-0.6	i	2%	-3%&-18%	0.1%&-0.7%	5%
COc1ccc(-n2cc(CNCC3CC(=O)N(C4CC4)C3)c(-c3ccccc3Cl)n2)cc1 (stereo not given)	-2%	-9%	u	1.0	i	10%	u	2.7%	6%
Cc1cc(C)c(S(=O)(=O)Nc2c(C)n(C)n(-c3ccccc3)c2=O)cc1[N+](=O)[O-]	3%	0%	-12%	-2.0	i	0%	2%	-1.0%	6%
C=CCn1c(COc2ccc3c(c2)CCCC3)nnc1SCC(=O)Nc1cccc(SC)c1	0%	u	u	-1.3	x	-11%	x	2.4%	20%
CCOC(=O)N1CCC(NC(=O)CCc2c(C)nc3c(c(C)nn3C(C)(C)C)c2C)CC1	-2%	u	u	-4.7	x	-11%	x	0.3%	-6%
O=C(CSc1nnc(-c2ccccc2)o1)NC1CCS(=O)(=O)C1 (stereo not given)	2%	-1%	11%	-1.7	i	-5%	-8%	-1.6%	16%
O=C(NCc1ccco1)c1cccc(-c2cncc3nccn23)c1	x	x	16%	-0.3	i	-2%	x	u	10%
CCN(CC)S(=O)(=O)c1ccc(C)c(NC(=O)c2cc(C)oc2C)c1	2%	6%	-3%	1.7	i	-13%	-40%	3.6%	4%
CCOC(=O)c1c(C)[nH]c(C)c1C(=O)COC(=O)c1c(OC)cccc1OC	1%	1%	2%	-16	i	-18%	-26%	4.7%	-3%

Two entries from above, with two lines to a compound:
Values run as follows: MmCpn inh, A549 tox, TGFb inhibitor, CCT modulator, Akt phos inh, EPAC2 antagonist, Nrf2 block, Nrf2 activator, EPAC2 ag
> CCOC(=O)N1CCC(NC(=O)CCc2c(C)nc3c(c(C)nn3C(C)(C)C)c2C)CC1
 : -2%, u, u, -4.7, x, -11%, x, 0.3%, -6%
> O=C(CSc1nnc(-c2ccccc2)o1)NC1CCS(=O)(=O)C1 (stereo not given)
 : 2%, -1%, 11%, -1.7, i, -5%, -8%, -1.6%, 16%
